Screening data as filed in PubChem.
IDE inh: human IDE inhibitors in live cells, primary screen, fluorescence polarization, HEK cells, FAbetaB substrate; hit rate 0.41% among 320,000; inhibition, % at 5.59 µM; FAbetaB cleavage; Insulin-degrading enzyme (Homo sapiens), P14735; AID 434962, 2010;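 active means percent inhibition above the average of all tested compounds plus 3 SD, set per screening campaign, cut at about 16% in these data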;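 further: IDE supplied by intact live HEK cells; FP after avidin binding of uncleaved biotin substrate so inhibition keeps polarization high; 0% = DMSO wells and 100% = 60 µM reference IDE inhibitor Ii1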
PfM18AAP inh: PfM18AAP inhibitors, malaria aminopeptidase, primary screen, biochemical, QFRET, recombinant enzyme | H-Glu-NHMec fluorogenic cleavage | inhibition, % at 7.35 µM | hit rate 1.2% among 290,000 | M18 aspartyl aminopeptidase (Plasmodium falciparum 3D7);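 active means inhibition above the campaign mean inhibition over all tested compounds plus 3 SD, cut at about 28% in these data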;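 further: 0% = plate median of test compound wells and 100% = 2 mM ZnCl2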
IDE act: human IDE activators in live cells, primary screen, fluorescence polarization, HEK cells, FAbeta-B substrate. Insulin-degrading enzyme (Homo sapiens), P14735. FAbeta-B cleavage; 0% vehicle, 100% cell-free pure enzyme wells. activation, % at 5.96 µM. hit rate 0.073% among 340,000. AID 493087, 2011;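 active means activation above the mean of all tested compounds plus 3 SD, set per screening campaign, cut at about 17% in these data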
HCV NS3 hel inh: inhibitors of HCV NS3 helicase, primary screen, biochemical, Cy5 molecular beacon fluorescence; Hepatitis C virus NS3 helicase; NS3 helicase DNA unwinding; hit rate 0.56% among 290,000; AID 1800, 2009; inhibition, % at 10.9 µM;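 active means inhibition above the mean of all tested compounds plus 3 SD, set per campaign, cut at about 35% in these data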;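 further: 0% = DMSO wells and 100% = thioflavine S control wells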
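Assay system – hepatitis C virus NS3 helicase domain fragment enzyme · Buffer or medium – MOPS pH 6.5, MgCl2, DTT, Tween20, BSA · Reagent – Cy5/quencher beacon DNA duplex and ATP to start · Compound – single 10.9 µM dose · Timing – 1 h at 25 °C · Technique – Cy5 beacon fluorescence read at start and 1 h · Measure – % inhibition of unwinding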
SUMO HTRF inh: inhibitors of in vitro SUMOylation cascade, primary screen, biochemical, HTRF, uHTS. HTRF SUMOylation assay, SAE1/SAE2 + UBC9. inhibition, % at 35 µM. hit rate 0.36% among 290,000; in the data active means inhibition above about 50%, passing the limit was not always enough; further: strong numbers were not always called active
IMP-1 inh: IMP-1 metallo-beta-lactamase inhibitors, primary screen, biochemical, epi-absorbance readout, Pseudomonas aeruginosa enzyme. metallo-beta-lactamase IMP-1 (Pseudomonas aeruginosa). purified IMP-1, nitrocefin hydrolysis, epi-absorbance fluorescence. AID 1556, 2009. hit rate 0.45% among 290,000. inhibition, % at 5.6 µM;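 active means inhibition above the mean plus 3 SD of all compounds in the same screening run, cut at about 4.5% in these data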;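 further: 0% = IMP-1 with DMSO and 100% = DMSO wells lacking enzyme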
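System: purified IMP-1 / Input: IMP-1 dispensed at 0.2 nM / Medium: 50 mM HEPES pH 7.1, 50 µM ZnSO4, 0.05% Brij 35 / Timing: 15 min enzyme–compound preincubation, then 25 min nitrocefin reaction, 25 °C / Technique: plate fluorescence quenching by hydrolysis product, ex 480/em 530 nm / Repeats: singlicate testing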
VIM-2 inh: VIM-2 metallo-beta-lactamase inhibitors, primary screen, biochemical, epi-absorbance readout, Pseudomonas aeruginosa enzyme. purified VIM-2, nitrocefin hydrolysis, epi-absorbance fluorescence. inhibition, % at 5.6 µM. hit rate 0.89% among 290,000. AID 1527, 2009;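 active means inhibition above the mean of all tested compounds plus 3 SD, cutoff set per screening run, cut at about 7.5% in these data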;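 further: red hydrolysis product quenches plate fluorescence so inhibitors raise well fluorescence; 0% = enzyme with DMSO and 100% = DMSO without enzyme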
DNA FID counter: compounds displacing fluorescent DNA intercalator, primary screen, artefact control for HCV NS3 helicase inhibitor project, biochemical, FID fluorescence; DNA fluorescent intercalator displacement; hit rate 0.17% among 290,000; inhibition, % at 7.9 µM; in the data active means inhibition above about 37%;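 further: 0% = vehicle and 100% = reference compound; higher means more ethidium bromide displaced from hairpin DNA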
pCIP destab: p/CIP-EGFP fusion destabilizers, primary screen, fluorescence, F442A cells. Q05BA5. 16 h. decrease of EGFP signal, % at 10 µM. hit rate 0.01% among 290,000;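 active means EGFP signal decrease of at least 30% at 10 µM or well 3 SD below plate mean, unless failing retest; inactive means the rest, including hits failing retest or dose response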; further: some compounds called inactive have numbers as strong as hits; many of its hits are not listed in these tables
Target sequence (Q05BA5 1-1403): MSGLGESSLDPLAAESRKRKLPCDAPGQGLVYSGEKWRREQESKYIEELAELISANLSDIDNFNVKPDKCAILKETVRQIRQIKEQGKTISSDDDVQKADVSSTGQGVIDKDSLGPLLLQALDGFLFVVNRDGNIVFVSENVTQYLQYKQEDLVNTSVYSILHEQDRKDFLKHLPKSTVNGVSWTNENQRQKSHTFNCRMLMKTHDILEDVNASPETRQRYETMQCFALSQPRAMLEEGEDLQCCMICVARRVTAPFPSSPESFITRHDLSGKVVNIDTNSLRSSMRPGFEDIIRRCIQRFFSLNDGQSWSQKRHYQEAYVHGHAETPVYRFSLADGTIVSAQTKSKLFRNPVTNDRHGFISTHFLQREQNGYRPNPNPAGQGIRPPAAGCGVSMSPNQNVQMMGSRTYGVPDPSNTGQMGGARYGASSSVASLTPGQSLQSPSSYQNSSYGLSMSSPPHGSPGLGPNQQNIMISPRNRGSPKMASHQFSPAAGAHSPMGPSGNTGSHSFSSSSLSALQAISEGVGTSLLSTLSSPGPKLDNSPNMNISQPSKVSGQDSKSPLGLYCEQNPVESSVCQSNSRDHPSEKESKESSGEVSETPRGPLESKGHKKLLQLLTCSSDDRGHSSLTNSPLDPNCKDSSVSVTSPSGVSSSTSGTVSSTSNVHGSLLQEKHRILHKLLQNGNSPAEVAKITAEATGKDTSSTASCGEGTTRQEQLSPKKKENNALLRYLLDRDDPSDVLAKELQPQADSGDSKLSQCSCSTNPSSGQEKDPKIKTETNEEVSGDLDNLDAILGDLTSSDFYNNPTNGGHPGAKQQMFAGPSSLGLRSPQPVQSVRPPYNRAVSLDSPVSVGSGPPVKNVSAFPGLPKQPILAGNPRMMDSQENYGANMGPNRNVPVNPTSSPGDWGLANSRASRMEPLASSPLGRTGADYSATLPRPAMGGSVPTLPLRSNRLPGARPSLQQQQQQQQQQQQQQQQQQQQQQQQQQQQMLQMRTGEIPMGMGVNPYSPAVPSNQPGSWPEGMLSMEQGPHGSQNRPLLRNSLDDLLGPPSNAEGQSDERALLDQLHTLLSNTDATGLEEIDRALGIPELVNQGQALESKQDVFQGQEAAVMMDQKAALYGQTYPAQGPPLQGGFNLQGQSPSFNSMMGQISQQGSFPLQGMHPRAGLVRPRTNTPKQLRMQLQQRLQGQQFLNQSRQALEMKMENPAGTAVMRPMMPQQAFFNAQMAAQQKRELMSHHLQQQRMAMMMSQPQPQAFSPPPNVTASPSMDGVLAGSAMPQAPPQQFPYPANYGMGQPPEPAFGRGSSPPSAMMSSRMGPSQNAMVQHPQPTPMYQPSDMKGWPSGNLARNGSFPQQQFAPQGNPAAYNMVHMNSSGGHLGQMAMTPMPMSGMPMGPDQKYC
* marks the source's active call; other numbers are inactive results; x = no result given.

Values run as follows: PfM18AAP inh	IDE inh	pCIP destab	IDE act	DNA FID counter	HCV NS3 hel inh	SUMO HTRF inh	VIM-2 inh	IMP-1 inh
- CCOc1cc(CNc2ccccc2)cc(Br)c1OCc1ccc(F)cc1
    1	1	-4	5	-3	-1	-20	-4.0	-3.5
- O=C(NCc1ccco1)c1cc2n(n1)C(C(F)(F)F)CC(c1ccc(F)cc1)N2 (stereo unspecified)
    -11	4	0	-7	-26	2	2	0.7	-0.4
- Cc1ccc(/C=C2\CCC(C3CCCC3)C2=O)cc1 (stereo unspecified)
    -2	1	0	6	-5	3	2	-3.6	-2.7
- COc1ccc(S(=O)(=O)n2oc(=O)cc2-c2ccccc2)cc1OC
    4	1	-11	-2	6	9	13	-3.8	-1.7
- NC(=O)C1(c2ccccc2)CCCN1C(=O)c1ccc(Br)cc1 (stereo unspecified)
    -2	2	2	2	2	0	0	1.1	-2.6
- Cc1ccccc1OCc1nc2ccccc2c(=O)n1/N=C/c1cccc([N+](=O)[O-])c1
    -3	1	2	3	-1	17	3	-1.2	-2.4
- CNC(=O)C1CCN(S(=O)(=O)c2c(C)noc2/C=C/c2cccc(C)c2)CC1
    -2	2	0	3	-35	-17	-8	-1.1	-1.4
- CS(=O)(=O)N1CCC(Oc2ccccc2C(=O)N2CCNC(=O)C2)CC1
    -3	-2	-11	3	2	-12	-5	-0.7	-1.8
- O=C(NCCc1ccc(Cl)cc1Cl)c1cccnc1
    -8	-5	5	0	-10	-7	14	-1.4	0.6
- O=C(O)CC(NC(=O)Cc1ccccc1)c1cc([N+](=O)[O-])ccc1Cl (stereo unspecified)
    4	1	3	x	-2	1	0	-2.7	-2.8
- O=C(CSc1nc(-c2ccco2)cc(C(F)(F)F)n1)NC1CCCC1
    6	-2	1	7	-5	-1	-8	-2.5	-3.1
- CCCCC(=O)NC(c1ccccc1Cl)c1c(O)ccc2ccccc12 (stereo unspecified)
    8	2	1	4	-8	5	-2	-2.8	-2.1
- O=C(NC1CCCC1)C1CCCN(S(=O)(=O)c2cccc3cccnc23)C1 (stereo unspecified)
    -5	0	5	1	-6	1	-8	-0.8	-1.6
- C/C(=N\Nc1nc(C(C)(C)C)cs1)c1ccc(O)cc1
    1	-6	-2	-1	-5	-1	8	-3.7	-2.5
- COc1cc(Cl)c(CN2CCCC(CO)(Cc3ccccc3F)C2)cc1OC (stereo unspecified)
    2	-1	-10	1	1	-11	-3	-4.1	-1.1

More results follow.
Values run as follows: PfM18AAP inh	IDE inh	pCIP destab	IDE act	DNA FID counter	HCV NS3 hel inh	SUMO HTRF inh	VIM-2 inh	IMP-1 inh
- Cc1ccc(Cn2c(=O)c3c(nc4n3CCN4Cc3ccco3)n(C)c2=O)cc1
    -9	-5	20	5	-21	-1	8	-4.1	-2.6
- O=C(OCC(=O)N1CCCCC1)c1cc2ccccc2cc1O
    4	0	-4	2	-13	3	10	-0.5	-1.4
- CCCCCCOC(=O)C1=C(C)NC(=O)NC1c1ccc(O)cc1 (stereo unspecified)
    10	3	8	-5	-27	-11	-4	-0.9	-1.6
- Cc1cc(C)n2nc(SCC(=O)c3cc(C)n(CC4CCCO4)c3C)nc2n1 (stereo unspecified)
    4	-1	8	8	-11	4	-3	0.3	-2.0
- CCCC(C)NC(=O)COC(=O)c1ccc(Cl)c(S(N)(=O)=O)c1 (stereo unspecified)
    8	2	-4	0	1	3	6	-1.0	-0.3
- COc1ccc(-c2c([C@H]3[C@H]4C=CC[C@@H](C)[C@@H]4C(=O)N3Cc3ccccc3)ccc3ccccc23)cc1
    x	7	-2	-2	x	x	-8	x	x
- O=C(Nc1cccc(Cl)c1)c1cc(N=Nc2ccc([N+](=O)[O-])cc2Cl)ccc1O
    -11	-3	-14	5	14	26	49	-5.6	-7.6
- O=C(NNc1cc(Cl)ccc1Cl)c1c(F)cccc1Cl
    19	-3	-12	1	-6	20	-14	-0.8	-1.9
- COc1ccc(N2CCN(CC(=O)N3N=CCC3c3ccccc3)CC2)cc1 (stereo unspecified)
    -2	4	2	4	-12	9	-28	-1.4	-3.6
- CC(=O)Nc1ccc(SCCC2CCCCN2C)cc1 (stereo unspecified)
    4	1	-2	3	1	-1	10	-5.1	-3.7
- COc1ccc(CNC(=O)CN2c3ccccc3S(=O)(=O)c3ccccc32)cc1
    -4	-1	1	-2	-9	-4	-1	-1.4	-1.3
- CCc1cc2ccc(OC)cc2nc1SCC(=O)NNC(=O)c1ccco1
    5	3	-4	2	-31	-6	-4	-3.0	-3.5
- O=C1NC2(CCCCC2)C(=O)N1c1cccc(Cl)c1
    -2	4	8	0	-4	11	-18	-0.7	0.4
- C/C(Cc1ccccc1)=N\NC(=O)CNC(=O)Cc1ccc(Cl)cc1
    6	3	5	3	-26	5	-2	-4.8	-4.2
- COc1ccc(OCCCn2ccnc2)cc1
    -5	0	1	3	9	-10	-11	0.8	-1.7

Further results follow.
Values run as follows: PfM18AAP inh	IDE inh	pCIP destab	IDE act	DNA FID counter	HCV NS3 hel inh	SUMO HTRF inh	VIM-2 inh	IMP-1 inh
- CCn1c(CNC(=O)c2ccc3c(c2)OCO3)nnc1SCC(=O)Nc1ccccc1F
    1	3	4	5	-25	10	7	-0.8	-2.6
- COc1ccc(C(=O)N2CCNC(=O)C2CC(=O)Nc2cccc(Cl)c2Cl)cc1 (stereo unspecified)
    0	-2	-3	1	-12	-11	3	-1.9	-1.1
- O=C(NCc1cccc(Cl)c1)C1CCC(=O)N(CC2CCCCC2)C1 (stereo unspecified)
    5	-5	-14	2	-37	6	-6	1.3	0.0
- COc1ccc(-n2c(Cc3cc(=O)[nH]c(=O)[nH]3)nnc2SCC(=O)NC2CCCC2)cc1
    -2	-1	2	3	-8	2	-12	-0.4	-3.4
- CCc1ccccc1NC(=O)Nc1ccc2c(c1)OCO2
    7	7	-12	1	-1	-8	2	-0.6	-3.1
- COc1ccc(OC)c(NC(=O)CS(=O)(=O)c2cn(CC(=O)N3CCOCC3)c3ccccc23)c1
    21	9	-15	1	-39	3	2	-1.3	-3.5
- C=CCn1c(O)c(N=NC(=O)CNC(=O)/C=C/c2ccco2)c2ccccc21
    6	-7	-10	3	-12	11	13	0.2	-3.9
- CNC(=O)c1ncnnc1N(C)C(=O)NCc1ccccc1
    5	7	9	2	3	-10	-20	-3.3	-2.5
- O/N=C(\COc1ccccc1O)c1ccccc1
    11	-2	15	2	-3	-2	7	-3.0	-2.1
- Cn1c(=O)[nH]c(=O)c2c1nc(Br)n2CCCCSc1nc2ccccc2o1
    -5	8	-14	-6	-29	3	5	-2.4	0.5
- COc1ccc(OC)c(C2CC(c3ccc(NS(C)(=O)=O)cc3)=NN2C(=O)c2ccccc2)c1 (stereo unspecified)
    2	5	6	0	-12	3	-1	-1.5	-3.7
- COc1ccc(OC)c(NC(=O)C(=O)NNC(=O)COc2ccc(Br)cc2C)c1
    -2	5	2	7	2	-7	44	-4.8	-3.5
- O=C(Nc1ccccc1C(=O)NCc1ccc(Cl)cc1)c1ccco1
    -10	-2	-9	5	-11	7	-5	1.9	0.3
- O=C1CCCC(O)=C1N=Nc1c(Cl)cc(Cl)cc1Cl
    21	-2	-6	6	1	2	4	-3.3	-4.6
- N/C(COc1ccc(F)cc1)=N\NC(=O)c1cccnc1Oc1ccccc1
    5	6	-2	6	-11	3	32	-4.4	-4.4

Whole records, quoted from the list. Order of values: PfM18AAP inh | IDE inh | pCIP destab | IDE act | DNA FID counter | HCV NS3 hel inh | SUMO HTRF inh | VIM-2 inh | IMP-1 inh
NC(=O)C1(c2ccccc2)CCCN1C(=O)c1ccc(Br)cc1 (stereo unspecified) in the list: -2 | 2 | 2 | 2 | 2 | 0 | 0 | 1.1 | -2.6
Cc1ccc(Cn2c(=O)c3c(nc4n3CCN4Cc3ccco3)n(C)c2=O)cc1 in the list: -9 | -5 | 20 | 5 | -21 | -1 | 8 | -4.1 | -2.6

New compounds follow.
Values run as follows: PfM18AAP inh	IDE inh	pCIP destab	IDE act	DNA FID counter	HCV NS3 hel inh	SUMO HTRF inh	VIM-2 inh	IMP-1 inh
- Cc1ccc(C(=O)N2CC3(C(C)C)CN(C(=O)c4ccc(C)cc4)CC(C(C)C)(C2)C3=O)cc1
    -11	10	-2	0	-10	-6	18	-1.7	-2.1
- O=C1CCC(C(=O)Nc2cccc3ccccc23)N1 (stereo unspecified)
    0	-7	-6	1	2	1	-5	-3.0	-2.0
- COC(=O)C1=C(C)NC(=O)NC1c1ccc(-c2ccc(Cl)cc2)o1 (stereo unspecified)
    5	6	-22	2	-21	3	19	-1.1	-1.2
- Cn1c(=O)[nH]c(=O)c2c1nc(N1CCCCCC1)n2CCOc1ccccc1
    -2	3	-13	4	-4	0	2	-4.3	0.1
- COC(=O)c1[nH]c2cc(OC)ccc2c1NC(=O)CN1CCN(c2cccc(C)c2)C(C)C1 (stereo unspecified)
    -8	4	3	2	-22	-16	-7	-4.7	-4.5
- CC1Sc2ccc(S(=O)(=O)N3CCC(C(=O)Nc4ccc(Cl)cc4)CC3)cc2NC1=O (stereo unspecified)
    1	4	-11	-7	-35	-10	-5	-4.5	-0.9
- Cn1c2ccccc2c(=O)c2c(=O)n(Cc3ccco3)c(COc3ccccc3)nc21
    1	0	-5	1	-16	27	14	0.4	-4.5
- COc1ccc(C2=Nc3ccccc3OC2)cc1
    39*	5	2	1	-1	1	5	-2.8	-2.7
- CCCCNS(=O)(=O)c1ccc(NC(=O)c2c(-c3ccccc3Cl)noc2C)cc1
    -5	7	-20	1	-18	-4	3	-0.9	2.1
- O=C(N1CCOCC1)N1CCN(C(c2ccccc2)c2ccccc2)CC1
    3	-4	-5	-3	-37	-9	3	-2.7	-3.0
- O=S(=O)(/N=C(/c1ccccc1Cl)N1CCOCC1)c1ccccc1
    0	-2	10	5	-3	5	0	0.5	-2.2
- CCC(C)OC(=O)C1=C(C)NC(=O)CC1c1ccccc1OC (stereo unspecified)
    -4	5	-15	1	-17	4	10	0.3	-1.0
- Cc1onc(-c2c(F)cccc2Cl)c1C(=O)NNC(=O)C1CCN(Cc2cccc(F)c2)CC1
    -1	1	18	0	13	-8	-6	-8.3	-4.0
- Cc1nnc(N/N=C/C(C)c2ccccc2)[nH]c1=O (stereo unspecified)
    6	3	-3	-1	-7	-1	17	-4.7	-3.7
- O=C(Nc1ccc(F)cc1)Nc1nnc(Cc2ccccc2F)s1
    -4	7	-10	-1	-11	-42	4	-1.4	-6.2
- CC(C)C(NC(=O)c1ccco1)C(=O)NCC(c1ccco1)N1CCCCC1 (stereo unspecified)
    0	-7	-7	6	-4	5	10	0.2	-0.2
- CS(=O)(=O)N1N=C(c2cccs2)CC1c1ccccc1 (stereo unspecified)
    2	7	-4	1	-2	2	4	-0.9	0.6
